Screens: PubChem, several laboratories
RPL19A TOR yeast – modulators of TOR pathway RPL19A-GFP in S. cerevisiae; 330,000 tested, 0.3% active; percent response vs DMSO, % at 10 µM; S. cerevisiae RPL19A-GFP strain, flow cytometry, 3 h; active compounds read low; AID 2025;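 active = percent response vs DMSO below 50%; inconclusive = fewer than 70 events counted for the yeast strain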;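 also: median channel GFP fluorescence of the barcoded RPL19A-GFP strain; ratio of sample median GFP to plate DMSO average so 100% = DMSO; lower means less RPL19A-GFP as with rapamycin TOR inhibition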
AHR act – human AHR activation. P35869. AID 2796. 320,000 tested, 2.5% active. activation, % at 5 µM. AHR-responsive luciferase reporter cells, luminescence; in the data active = activation above about 47%;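 also: 0% = vehicle wells and 100% = reference agonist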
Target sequence (P35869 whole entry, looked up): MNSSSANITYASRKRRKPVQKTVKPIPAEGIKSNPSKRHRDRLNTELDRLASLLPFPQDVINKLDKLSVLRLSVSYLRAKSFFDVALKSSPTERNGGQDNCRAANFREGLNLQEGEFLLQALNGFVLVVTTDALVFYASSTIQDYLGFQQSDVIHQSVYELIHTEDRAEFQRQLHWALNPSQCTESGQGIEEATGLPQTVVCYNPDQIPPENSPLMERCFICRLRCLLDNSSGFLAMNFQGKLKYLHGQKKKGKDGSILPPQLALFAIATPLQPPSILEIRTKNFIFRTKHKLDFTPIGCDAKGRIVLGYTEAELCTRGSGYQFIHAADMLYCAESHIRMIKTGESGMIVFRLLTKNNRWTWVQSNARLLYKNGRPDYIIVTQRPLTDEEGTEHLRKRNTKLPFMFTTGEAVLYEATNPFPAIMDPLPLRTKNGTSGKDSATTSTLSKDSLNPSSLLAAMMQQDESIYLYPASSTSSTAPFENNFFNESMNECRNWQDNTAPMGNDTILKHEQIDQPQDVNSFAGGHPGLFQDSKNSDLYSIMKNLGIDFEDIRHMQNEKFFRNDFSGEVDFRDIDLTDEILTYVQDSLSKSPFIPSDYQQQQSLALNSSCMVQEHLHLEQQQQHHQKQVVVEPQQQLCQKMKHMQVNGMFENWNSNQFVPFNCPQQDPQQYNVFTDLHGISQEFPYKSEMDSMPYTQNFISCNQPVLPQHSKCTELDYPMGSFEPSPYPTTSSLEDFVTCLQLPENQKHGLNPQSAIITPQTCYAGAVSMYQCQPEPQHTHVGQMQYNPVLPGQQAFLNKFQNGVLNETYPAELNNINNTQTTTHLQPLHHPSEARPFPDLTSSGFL
CIT2 TOR yeast – modulators of TOR pathway CIT2-GFP in S. cerevisiae | AID 2029 | S. cerevisiae CIT2-GFP strain, flow cytometry, 3 h; 100 means same as DMSO wells | 320,000 tested, 0.065% active | GFP response vs DMSO, % at 10 µM;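 active = GFP response relative to DMSO above a set limit, near the screen mean plus 3 SD, cut at about 150% in these data; inconclusive = Fewer than 70 cells measured for a yeast strain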;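 also: ratio of well median GFP fluorescence to mean of DMSO wells on the plate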
LAP4-GFP MLPCN – modulators of TOR pathway LAP4-GFP in S. cerevisiae; 320,000 tested, 0.34% active; GFP response vs DMSO, % at 10 µM; S. cerevisiae LAP4-GFP multiplex, flow cytometry GFP, 3 h; median GFP as percent of DMSO wells;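 active = GFP response vs DMSO above a set limit, about the screen mean plus 3 SD, cut at about 150% in these data; inconclusive = under 70 cell events counted for the yeast strain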
Efflux pump mplx – blocks antifungal efflux pumps in multiplex yeast assay. S. cerevisiae Candida pump triplex, Nile Red efflux. inhibition, % at 10 µM. 330,000 tested, 0.44% active. AID 485275;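 active = plate passing quality check with inhibition over a set limit, or well fluorescence over plate mean plus 4 SD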;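 also: Nile Red retained in pooled yeast measured as flow cytometry median fluorescence; 0% = buffer negative control and 100% = Enniatin B positive control; higher means more Nile Red kept so more efflux inhibition; some compounds called inactive have numbers as strong as hits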
CR mimetic SO – caloric restriction mimetics inhibiting age-related superoxide in yeast | S. cerevisiae aged cells, superoxide DHE fluorescence; active compounds read low | superoxide response (% of plate mean), % at 10 µM | 330,000 tested, 0.18% active;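 active = superoxide response under a set limit, about three screen SD below normal, cut at about 65% in these data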;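 also: yeast aged for seven days with compound at 30 °C before DHE staining; 100% = average MFI of all compound-treated wells on the plate with controls excluded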
MEP2 TOR yeast – modulators of TOR pathway MEP2-GFP in S. cerevisiae. S. cerevisiae MEP2-GFP strain, flow cytometry GFP, 3 h; 100% = DMSO control level. GFP response vs DMSO, % at 10 µM. 330,000 tested, 0.51% active. AID 2016;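 active = GFP response versus DMSO above a set limit, roughly screen mean plus 3 SD, cut at about 180% in these data; inconclusive = fewer than 70 cells counted for a yeast strain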;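 also: median GFP fluorescence of the barcode-gated MEP2-GFP cells per well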
AGP1-GFP MLPCN – yeast TOR pathway AGP1-GFP modulation. S. cerevisiae AGP1-GFP multiplex flow cytometry, 3 h; GFP as percent of DMSO wells. GFP response vs DMSO, % at 10 µM. 320,000 tested, 0.02% active;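 active = GFP response relative to DMSO above a set limit, near screen average plus 3 SD, cut at about 150% in these data; inconclusive = fewer than 70 cells counted for the yeast strain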;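 also: median GFP channel fluorescence of the gated AGP1 strain per well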
* hit, by the source's call; u = inconclusive; x = not tested or not shown; [ ] = another dose, or the depositor's remark.

SMILES	RPL19A TOR yeast	AHR act	CIT2 TOR yeast	LAP4-GFP MLPCN	Efflux pump mplx	CR mimetic SO	MEP2 TOR yeast	AGP1-GFP MLPCN
O=S(=O)(c1ccc2c(c1)nc(COc1ccc(Cl)cc1)n2CC1CCCO1)N1CCOCC1 (configuration not stated)	99	0	101	106	0.2	104	107	103
O=C(Nc1ccc(NC(=O)c2ccncc2)cc1)c1ccncc1	102	-1	107	93	-0.1	97	104	99
CCOC(=O)N1CCN(C(=O)CSc2ccc3nnc(CCNC(=O)c4ccc(OC)cc4)n3n2)CC1	95	0	95	110	-0.2	95	97	101
COc1ccc(C(=O)N2CCCC(c3nc(-c4cccs4)no3)C2)cc1OC (configuration not stated)	100	5	101	104	-0.2	103	108	106
O=C(NCc1ccc(Cl)cc1Cl)C1CCN(S(=O)(=O)c2ccc3c(c2)OCCCO3)CC1	95	1	90	103	0.0	104	93	96
O=C(NCc1n[nH]c(=S)n1-c1ccc(Br)cc1)c1ccc(S(=O)(=O)N2CCOCC2)cc1	110	3	106	119	-0.1	104	113	111
c1ccc(-n2nnnc2NC2CCCCC2)cc1	105	1	106	107	-0.3	104	107	107
CC1(C)N=C(N)NC(Nc2ccc(Br)cc2)=N1	102	5	108	106	-0.3	85	101	113
C=CCSc1nnc(-c2nnc(SCC=C)n2CC)n1CC	90	7	86	x	0.1	105	88	89
CCOC(=O)c1sc(C)c2c(=O)n(CCc3ccccc3)nnc12	89	2	100	94	-0.1	102	95	91
O=C1CC(N2CCN(Cc3ccc4c(c3)OCO4)CC2)C(=O)N1Cc1ccc(N2CCCC2=O)cc1 (configuration not stated)	105	-1	103	104	0.1	95	103	104
C=CCn1c(O)c(N=NC(=S)Nc2ccc(OC)cc2)c2ccccc21	95	6	104	105	-0.3	107	94	93
C/C=C/Cn1c(Br)nc2c1c(=O)[nH]c(=O)n2C	92	1	100	94	-0.1	86	94	94
Cc1cccc(C)c1NC(=O)CSc1nc(COc2ccccc2)nc2ccccc12	108	19	100	112	-0.1	89	110	104
O=C(N[C@H](C(=O)O)c1ccccc1)C1CCC(Cn2nnc3ccccc3c2=O)CC1 (some centres not stated)	98	-2	93	93	-0.1	99	101	104
N/C(=N\S(=O)(=O)c1cc(C(F)(F)F)cc(C(F)(F)F)c1)c1ccc(Cl)cc1	98	5	90	104	0.0	114	121	93
O=C(CCCC(=O)OCC(Cl)=C(Cl)Cl)Nc1ccccc1	101	3	98	107	0.0	95	98	95
CCCCOc1ccc(C(=O)NCC(=O)NCCCn2nc(C)cc2C)cc1	94	2	83	93	0.0	90	89	98
Cc1ccn2c(=O)c(NC(=O)c3cccs3)c(C)nc2c1	101	1	95	94	0.3	105	102	97
COCc1ccc(CN2CCC(N3CCC(C(=O)N4CCCC4)CC3)CC2)o1	90	1	76	83	0.1	93	92	78

6 records picked at random from those above:
SMILES	RPL19A TOR yeast	AHR act	CIT2 TOR yeast	LAP4-GFP MLPCN	Efflux pump mplx	CR mimetic SO	MEP2 TOR yeast	AGP1-GFP MLPCN
C=CCn1c(O)c(N=NC(=S)Nc2ccc(OC)cc2)c2ccccc21	95	6	104	105	-0.3	107	94	93
CC1(C)N=C(N)NC(Nc2ccc(Br)cc2)=N1	102	5	108	106	-0.3	85	101	113
COc1ccc(C(=O)N2CCCC(c3nc(-c4cccs4)no3)C2)cc1OC (configuration not stated)	100	5	101	104	-0.2	103	108	106
CCOC(=O)c1sc(C)c2c(=O)n(CCc3ccccc3)nnc12	89	2	100	94	-0.1	102	95	91
O=C(Nc1ccc(NC(=O)c2ccncc2)cc1)c1ccncc1	102	-1	107	93	-0.1	97	104	99
O=C(N[C@H](C(=O)O)c1ccccc1)C1CCC(Cn2nnc3ccccc3c2=O)CC1 (some centres not stated)	98	-2	93	93	-0.1	99	101	104

The list goes on.
SMILES	RPL19A TOR yeast	AHR act	CIT2 TOR yeast	LAP4-GFP MLPCN	Efflux pump mplx	CR mimetic SO	MEP2 TOR yeast	AGP1-GFP MLPCN
CN1c2ccsc2/C(=N/NC(=O)c2c(F)cccc2F)CS1(=O)=O	99	3	99	94	-0.1	98	100	102
O=C(Nc1ccncc1)c1ccc(-c2ccccc2)cc1	101	-2	71	98	0.2	83	104	94
O=C(O)c1cccc(-c2ccc(/C=N/NC(=O)C3COc4ccccc4O3)o2)c1 (configuration not stated)	108	13	105	98	-0.1	86	100	101
CCC(=O)N(Cc1cc2ccccc2[nH]c1=O)c1ccc(OC)cc1	98	4	100	109	-0.1	85	93	101
Cc1nnsc1C(=O)N1CCC(CO)(Cc2ccccc2Cl)CC1	97	0	99	102	-0.1	90	104	100
C=CCn1cnnc1SCC(=O)N(C)CC1COc2ccccc2O1 (configuration not stated)	99	-1	100	96	0.0	85	108	96
COc1ccc(S(=O)(=O)N2CCOCC2)cc1NC(=O)c1ccncc1	99	1	85	97	-0.1	122	96	96
COC(CNC(=O)c1c[nH]c2ccc(S(=O)(=O)N(C)c3ccc(F)cc3)cc2c1=O)OC	103	14	104	93	0.0	106	110	102
O=C(Nc1ccc2c(c1)OCCO2)C1CC1c1ccccc1 (configuration not stated)	113	11	98	110	0.2	102	112	103
O=C1C=C(c2cccc3c2sc2ccccc23)C[C@@H](c2ccc(F)cc2)C1	101	-3	102	99	0.0	96	110	98
Fc1ccc(-[n+]2nc(Nc3ccccc3)sc2-c2ccc(OCc3ccccc3)cc2)cc1	92	8	90	122	0.0	99	84	82
CC(C)(C)C(=O)Nc1ccc(N2CCN(c3ccc(C(F)(F)F)cn3)CC2)nc1	98	-3	101	106	0.0	110	99	100
CN1c2ccc(C=O)c3c(C=O)ccc(c23)N(C)C1(C)C	107[may fluoresce violet]	14	u	87[may fluoresce violet]	0.1	115	111[may fluoresce violet]	31[may fluoresce violet]
O=C(COC(=O)C(Cc1ccccc1)NC(=O)c1ccccc1)c1ccccc1 (configuration not stated)	102	-3	100	94	-0.2	96	99	101
CCC(C)NC(=O)c1ccc(NS(=O)(=O)c2ccc3[nH]c(=O)[nH]c3c2)cc1 (configuration not stated)	104	2	103	102	0.0	99	105	104
COc1ccc(/C=C(/NC(=O)c2ccccc2Cl)C(=O)O)cc1	100	2	99	90	0.0	113	108	94
COc1cc(C(=O)NC2CCN(Cc3nnnn3Cc3cccs3)CC2)cc(OC)c1OC	98	-4	96	109	0.1	109	99	102
COc1ccc(-c2sc3ccc(N4CCOCC4)cc3c2-c2ccc(OC)c(F)c2)cc1	101	12	102	98	-0.1	88	108	112
O=c1oc2ccccc2c(Nc2ccccc2)c1[N+](=O)[O-]	98	-5	110	97	0.0	102	107	109
O=C(/C=C/c1ccc(O)c(O)c1)c1ccccc1O	95	-5	94	127	0.2	106	99	95
Cn1c(=O)c(=O)n(C)c2cc(S(=O)(=O)NCCc3ccccc3)ccc21	98	-1	103	101	-0.1	104	100	106
O=S(=O)(c1ccc(Oc2ccc(Cl)cc2)nc1)N1CCOCC1	100	2	91	109	0.1	102	100	106
N=c1c2c(-c3ccccc3)c(-c3ccccc3)n(Cc3ccco3)c2ncn1CCN1CCOCC1	102	-2	98	102	0.4	99	102	106
C/C(=N\NC(=O)c1nn(C)cc1Br)c1cccc(NC(=O)c2ccncc2)c1	107	21	107	93	0.4	104	103	103
COc1ccc(/C=N/OCC(=O)NCC(C)C)c(OC)c1	96	31	105	95	0.0	104	102	101
CCOC(=O)C1CCN(C(=O)c2ccc(CNS(=O)(=O)c3ccc(OC)cc3)cc2)CC1	98	1	92	99	0.0	103	94	92
CNS(=O)(=O)c1ccc(C(=O)NCC(=O)NCCC(c2ccccc2)c2ccccc2)cc1	97	1	103	99	-0.1	99	107	100
Cc1cc(NC(=O)CSc2nnc(-c3ccccc3)n2Cc2ccco2)no1	105	-4	102	105	0.0	96	103	103
O=C(CSc1nnc(-c2ccc([N+](=O)[O-])cc2)o1)Nc1ccccn1	94	14	83	94	0.4	99	91	91
CC(=O)N(C)c1ccc(NC(=O)Nc2ccccc2C)cc1	108	5	87	95	-0.2	90	109	71
CCOCCCNc1ncnc2c1nc1n2CCCC1	104	x	99	91	-0.1	94	110	95
COc1ccc2[nH]c(=O)cc(C(=O)O)c2c1	91	2	94	95	0.0	78	96	94
C=CCC(O)(CC=C)CNC(=O)c1ccc(OC)c(OC2CCN(C(C)=O)CC2)c1	92	x	106	99	0.1	104	121	86
Cc1ccc(S(=O)(=O)N/N=C2/CC(c3ccccc3)Oc3ccccc32)cc1 (configuration not stated)	97	6	103	88	-0.1	88	86	x
O=C(Nc1ccccc1)c1nc2ccccc2s1	106	33	102	102	0.3	108	98	93
CC(Sc1ccc([N+](=O)[O-])cn1)C(=O)Nc1nccs1 (configuration not stated)	108	-1	103	101	0.3	129	104	116
COc1ccccc1NC(=S)N(CCCN1CCOCC1)Cc1ccccn1	107	-1	109	90	-0.1	100	110	99
CN(C)CCNC(=O)c1ccccc1-c1cc2ccccc2c(=O)o1	100	x	96	95	0.1	94	102	97
CC1(C(=O)CSc2n[nH]c(-c3ccccc3Cl)n2)CCC(=O)O1 (configuration not stated)	101	2	101	108	0.0	88	159	104
COc1ccc(CN2CCNC(=O)C2CC(=O)N(C)CC2CCOCC2)c(F)c1 (configuration not stated)	92	0	85	88	-1.3	100	91	84
O=C(O)c1cccc2c1C(=O)c1ccccc1C2=O	100	1	112	101	-0.1	157	124	99
COc1ccccc1NC(=O)C1CCCN(C(=O)Nc2ccc(F)cc2)C1 (configuration not stated)	104	-1	107	99	-0.1	109	95	106
O=C1c2cccc([N+](=O)[O-])c2C(=O)N1CCO	104	-1	97	107	0.2	96	106	101
CCOc1ccccc1Nc1ncnc2ccccc12	93	10	86	89	0.1	103	92	88
O=S(=O)(c1cccc(-c2cn3cc(Cl)ccc3n2)c1)N1CCOCC1	x	21	102	101	0.1	88	102	106
COc1cc(NC(=O)c2cc(C(C)C)on2)c(OC)cc1Cl	99	74*	100	100	0.1	91	102	x
O=C(CN1C(=O)NC2(CCc3ccccc32)C1=O)Nc1ccc(N2CCOCC2)cc1 (configuration not stated)	87	17	95	88	0.0	108	94	89
CS(=O)(=O)N(CCc1ccccc1)CC(=O)N1CCN(c2ccc(F)cc2)CC1	87	1	81	92	0.1	104	93	x
COc1ccc(N2CCOCC2)c(NC(=O)c2ccc(Br)o2)c1	104	2	97	109	0.0	94	105	87

Taken from above for reference:
SMILES	RPL19A TOR yeast	AHR act	CIT2 TOR yeast	LAP4-GFP MLPCN	Efflux pump mplx	CR mimetic SO	MEP2 TOR yeast	AGP1-GFP MLPCN
O=S(=O)(c1ccc2c(c1)nc(COc1ccc(Cl)cc1)n2CC1CCCO1)N1CCOCC1 (configuration not stated)	99	0	101	106	0.2	104	107	103
O=C(Nc1ccc(NC(=O)c2ccncc2)cc1)c1ccncc1	102	-1	107	93	-0.1	97	104	99
CCOC(=O)N1CCN(C(=O)CSc2ccc3nnc(CCNC(=O)c4ccc(OC)cc4)n3n2)CC1	95	0	95	110	-0.2	95	97	101
COc1ccc(C(=O)N2CCCC(c3nc(-c4cccs4)no3)C2)cc1OC (configuration not stated)	100	5	101	104	-0.2	103	108	106
O=C(NCc1ccc(Cl)cc1Cl)C1CCN(S(=O)(=O)c2ccc3c(c2)OCCCO3)CC1	95	1	90	103	0.0	104	93	96
